FBW7 activator – FBW7 E3 ligase activators, primary screen, biochemical, AlphaScreen, human. F-box/WD repeat-containing protein 7 (Homo sapiens), Q969H0. AlphaScreen FBW7–phospho-cyclin E peptide binding, activator screen. normalized activity (activation), % at 26.1 µM. 650,000 tested, 0.13% active. AID 1259310, 2017; in the data active = normalized activity above about 1.9%;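 also: purified mutant Fbw7 with reduced substrate affinity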
TEAD-YAP block – TEAD-YAP interaction inhibition, primary screen, TEAD-YAP interaction inhibitor project, luminescence, HEK-TIYL cells; TEAD-Gal4/YAP UAS-luciferase luminescence; inhibition, % at 9.12 µM; 640,000 tested, 1.4% active; in the data active = inhibition above about 32%;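 also: 0% = median of test compound wells and 100% = reference inhibitor wells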
GPR151 activ – activators of human GPR151, primary screen, cell-based, PathHunter beta-arrestin, luminescence. G-protein coupled receptor 151 (Homo sapiens), Q8TDV0. PathHunter beta-arrestin GPR151 cells. activation, % at 11.2 µM. 650,000 tested, 1% active. AID 1508602, 2020; in the data active = activation above about 4.9%;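 also: 0% = median of compound wells and 100% = cells with positive control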
Target sequence (Q8TDV0 whole entry, looked up): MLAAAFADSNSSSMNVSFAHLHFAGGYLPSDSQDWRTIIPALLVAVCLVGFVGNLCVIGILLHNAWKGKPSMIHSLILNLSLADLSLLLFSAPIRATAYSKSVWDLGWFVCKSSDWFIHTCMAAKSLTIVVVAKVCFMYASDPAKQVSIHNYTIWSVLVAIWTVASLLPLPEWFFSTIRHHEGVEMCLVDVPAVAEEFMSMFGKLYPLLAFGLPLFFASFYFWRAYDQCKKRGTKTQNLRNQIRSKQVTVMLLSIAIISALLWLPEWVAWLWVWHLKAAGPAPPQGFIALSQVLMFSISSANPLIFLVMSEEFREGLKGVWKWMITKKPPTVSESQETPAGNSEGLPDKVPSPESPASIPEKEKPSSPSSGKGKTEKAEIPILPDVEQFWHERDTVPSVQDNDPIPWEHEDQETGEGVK
MITF primary – MITF inhibitors, primary screen, biochemical, AlphaScreen, human; AlphaScreen MITF homodimerization, bead proximity signal; AID 1259374, 2018; inhibition, % at 2.6 µM; 650,000 tested, 0.91% active; Microphthalmia-associated transcription factor (Homo sapiens), O75030; in the data active = inhibition above about 50%;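 also: 0% = vehicle wells with protein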
Target sequence (O75030 whole entry, looked up): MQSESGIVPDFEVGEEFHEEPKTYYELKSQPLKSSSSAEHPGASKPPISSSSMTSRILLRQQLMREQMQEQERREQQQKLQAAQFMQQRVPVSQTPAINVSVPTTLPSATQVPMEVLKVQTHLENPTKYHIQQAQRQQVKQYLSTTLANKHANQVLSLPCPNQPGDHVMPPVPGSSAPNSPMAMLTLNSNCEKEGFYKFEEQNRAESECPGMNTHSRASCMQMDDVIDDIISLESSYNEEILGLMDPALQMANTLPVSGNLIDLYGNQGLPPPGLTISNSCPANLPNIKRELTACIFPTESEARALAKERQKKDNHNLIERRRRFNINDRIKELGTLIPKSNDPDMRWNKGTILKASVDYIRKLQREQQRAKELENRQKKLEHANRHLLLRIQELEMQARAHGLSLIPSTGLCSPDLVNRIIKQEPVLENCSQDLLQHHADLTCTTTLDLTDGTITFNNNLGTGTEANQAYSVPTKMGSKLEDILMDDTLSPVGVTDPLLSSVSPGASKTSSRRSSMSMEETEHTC
An asterisk follows results filed as active; & = joins results of further samples.

SMILES	FBW7 activator	TEAD-YAP block	GPR151 activ	MITF primary
COc1ccc(C2CC(=O)C3=C(C2)Nc2ccccc2N(C(C)=O)C3c2cccc(F)c2)cc1 (stereo not drawn)	-0.2	-2.0	0.0	7.1
CC(C)NC(=O)NC(=O)COc1ccccc1[N+](=O)[O-]	0.1	-27.3	-1.5	2.0
COc1cccc(C(=O)Nc2cccc(C(F)(F)F)c2)c1OC	0.0	-26.6	-0.8	1.5
CC(C)C(=O)N1CCC(c2nc(-c3ccc(N(C)C)cc3)no2)CC1	0.5	-11.7	1.7	4.2
Cc1cc(C)cc(NC(=O)COc2cc(Cl)ccc2Cl)c1	-0.1	-5.8	0.0	7.9
CN(c1ccccc1C(=O)NC1CCCCC1)S(C)(=O)=O	0.3	-12.7	0.0	10.6
COc1ccc(Cc2noc(/C=C/c3ccccc3Cl)n2)cc1OC	-0.1	-24.5	3.0	-12.5
COc1cc2c(cc1OC)-c1cc(=Nc3c(C)cc(C)cc3C)n(C)c(=O)n1CC2	-0.1	-25.7	2.4	3.6
CN(CC(=O)NCCc1ccccc1)S(=O)(=O)c1ccc2c(c1)n(C)c(=O)c(=O)n2C	0.0	-4.8	0.5	-18.8
CC(C)NC(=O)c1ccc2nc(N3CCOCC3)sc2c1	-0.2	0.0	1.1	4.5
Cc1ccccc1NS(=O)(=O)c1ccc(C)c(NS(C)(=O)=O)c1C	-0.1	-4.5	-0.7	11.6
O=C(CCCCn1c(=S)[nH]c2ccsc2c1=O)N1CCCCC1	0.2	15.4	0.5	10.3
CCOC(=O)c1c(NC(=S)NC(=O)c2ccccc2)sc2c1CC(C)CC2 (stereo not drawn)	-0.1	11.0	-1.2	-3.4
Cc1c(-c2ccccc2)oc2c(C(=O)N3CCNC(=O)C3)cccc2c1=O	0.2	-1.8	0.5	9.8
O=C(Nc1ccc2[nH]ncc2c1)C1CNCC1c1ccccc1 (stereo not drawn)	0.2	2.4	0.5	-6.5
O=C(Cc1c[nH]c2ccccc12)NCc1cccs1	0.1	-16.0	-1.1	7.6
Cc1cc(C(=O)NCCCCl)ccc1[N+](=O)[O-]	0.0	-0.6	0.1	0.9
c1cn2c(NCC3CCCO3)c(-c3ccc(N4CCCC4)cc3)nc2cn1 (stereo not drawn)	0.1	-49.2	-0.7	-6.0
COc1ccccc1CNS(=O)(=O)c1cccc2nonc12	0.1	-0.6	0.6	6.0
O=C(CC(NCc1ccccc1)C(=O)O)Nc1ccc(O)cc1 (stereo not drawn)	0.0	-6.7	-1.5	-16.9
C=CCSC1=C(C#N)C(c2cc(Br)c(O)c(OC)c2)CC(=O)N1 (stereo not drawn)	0.0	-0.8	0.2	22.2
O=C(O)CCCC(=O)Nc1ccccn1	0.5	7.5	-0.1	14.0
Cc1ccc(S(=O)(=O)NN2C(=O)c3ccccc3NC23CCCC3)cc1	0.1	19.2	1.5	14.2
CCOc1ccc(/C=C2/C(=O)N(CC)C(=S)N2C)c(OCC)c1	0.8	16.3	-0.3	13.5
COc1cc(OC)c(C(=O)OCCOc2ccc(Cl)cc2)cc1OC	-0.3	-10.0	-0.6	-8.0
Cc1cnc(Nc2ccc(N3CCOCC3)cc2)nc1Nc1ccc(N2CCOCC2)cc1	-0.3	42.5*	4.8	9.0
CN1CCN(Cc2ccc3ccccc3c2)CC1CCO (stereo not drawn)	-0.1	5.4	2.7	2.2
CCN1CCCC1CNC(=O)c1ccc2c(=O)n(Cc3ccc(OC)cc3)c(=S)[nH]c2c1 (stereo not drawn)	0.1	11.1	-0.7	-2.3
O=C(COc1cccc2c1CCN(Cc1ccccc1)C2=O)Nc1ccc2c(c1)OCO2	0.0	-1.2	0.4	2.8
CCN(CC)C(=O)Cn1c(=O)n(-c2ccccc2)c(=O)c2c3c(sc21)CCCC3	0.0	11.7	0.4	38.4
CCOC(=O)c1ccc(N2C=C(C(=O)OC)C(c3ccc(F)cc3)C(C(=O)OC)=C2)cc1	0.1	1.3	-0.7	11.4
O=C(c1ccc(N2CCCC2)c([N+](=O)[O-])c1)N1CCCC1	0.2	5.6	-0.6	1.2
Cc1cc(C)c[n+](CC(=O)c2c(C)cc(C)c([N+](=O)[O-])c2C)c1	0.7	7.8	-0.6	2.9
CCOc1ccccc1C1CC(=O)NC2=C1C(=O)CC(c1cccs1)C2 (stereo not drawn)	0.2	10.1	-0.2	11.8
CC1C2(C)OC(=N)C(C#N)(C(c3cccnc3)O2)C1(C#N)C#N (stereo not drawn)	0.0	-4.0	0.3	10.6
COc1ccc2nc(NC(=O)CSc3ccccn3)sc2c1	-0.1	-36.9	-1.3	5.2
CCOC(=O)C1=C(C)NC2=C(C(=O)CC(C)(C)C2)C1c1ccc(OC)cc1 (stereo not drawn)	0.0&-0.2	5.2&-0.9	-0.5&-0.2	14.3&3.2
CC1=C(C(=O)OCCOc2ccccc2)C(c2ccc(N(C)C)cc2)C2=C(CCCC2=O)N1 (stereo not drawn)	-0.2	0.0	-0.4	-2.9
CCc1nc2nc(C)cc(Nc3cc(Cl)ccc3OC)n2n1	-0.2	6.0	0.2	-37.5
CCOc1cccc2cc(-c3ccc([N+](=O)[O-])cc3)c(=O)oc12	0.2	-8.3	2.9	11.9
O=C(CCN1C(=O)c2cccnc2C1=O)NC1CCCCCC1	-0.3	5.0	0.8	26.2
COc1ccccc1N(CC(=O)N1CCCCC1)S(=O)(=O)c1ccc(C)cc1	0.2	-5.4	2.1	13.4
O=C(Nc1ccccc1N1CCCC1)c1ccc([N+](=O)[O-])cc1Cl	0.2	-3.9	1.1	7.7
CC(C)NC(=S)N/N=C/c1sc(N2CCOCC2)nc1-c1ccccc1	0.1	-0.4	1.0	2.3
Cc1cccc(-c2cc3nc(C)c(Cl)c(=O)n3[nH]2)c1	0.4	-5.6	-0.8	11.8
CCOC(=O)c1cnc2ccc(OCC)cc2c1NCc1ccco1	0.3	-19.5	-0.2	-20.4
O=C1/C(=C/c2ccncc2)CC/C1=C\c1ccncc1	0.1	5.8	1.8	-0.4
C/C(=N\Nc1ccccn1)c1ccc(-c2ccccc2)cc1	-0.8	-24.9	-2.0	11.7
O=C(CN1CCN(c2ccccc2)CC1)Nc1ccccc1Cl	-0.1	-5.9	-1.1	-21.0
CC(C)(C)C1=NN(CC(=O)N2CCCCC2)C(=O)c2cc3ccccc3n2C1	0.8	3.2	-0.3	14.7
O=C(NC1CC1)c1cc(CNC2CCSC2)cc(NC(=O)c2ccccn2)c1 (stereo not drawn)	0.0	-1.2	-0.7	-3.5
COc1ccc(COC(=O)C2=C(C)NC3=C(C(=O)CCC3)C2c2cc(Br)c(O)c(OC)c2)cc1 (stereo not drawn)	0.2	-7.8	0.7	-0.7
O=C(CC1Sc2ncnn2C1=O)Nc1ccc(Cl)cc1 (stereo not drawn)	-0.1	0.2	0.3	15.2
O=C1c2ccccc2-c2c(Nc3ccccc3)c(=O)[nH]c3cccc1c23	-0.1	49.4*	0.2	7.2
CCCCCCN1C(=O)C2C(C(=O)Nc3cccc(SC)c3)C3C=CC2(O3)C1C(=O)NC1CCCC(C)C1C (stereo not drawn)	0.5	-1.6	-2.2	2.3
CS(=O)(=O)N1CCN(c2ccccc2NC(=O)c2cccc(Cl)c2Cl)CC1	0.0	-3.3	-1.4	-2.8
COC(=O)c1ccc2c(=O)n(CCCCCC(=O)O)c(=O)[nH]c2c1	0.4	16.8	0.8	4.7
CN1C(=O)c2cccc(NC(=O)c3ccc4c(c3)OCCO4)c2C1=O	-0.1	3.1	1.5	-4.3
Cc1cccc(Nc2nc(C(=O)N3CCN(c4cccc(Cl)c4Cl)CC3)cs2)n1	0.1	2.6	-0.8	-0.4
COc1ccc(-n2ncc3c(Nc4ccccc4OC)ncnc32)cc1	0.4	-56.0	-0.9	12.7
Next part.
SMILES	FBW7 activator	TEAD-YAP block	GPR151 activ	MITF primary
CN1c2ncccc2C(=O)NC12CCN(C(=O)CN1C(=O)C3C4CCC(C4)C3C1=O)CC2 (stereo not drawn)	0.0	-4.2	-0.4	-5.8
O=C(COC(=O)c1cc(=O)c2ccccc2o1)Nc1ccc2ccccc2c1	-0.2	14.9	0.6	8.4
Cc1ccc2nc(-c3ccc(C)c(NC(=O)c4cc([N+](=O)[O-])ccc4Cl)c3)oc2c1	1.3	-16.1	-1.4	26.6
CCN(CC)C(=O)N1CCCC1c1nc(-c2ccncc2)n[nH]1 (stereo not drawn)	0.0	7.3	0.6	-2.2
CCOc1cccc(/C=N/NC(=O)c2cccs2)c1O	-0.2	50.1*	-2.3	39.2
CCCOc1ccc(-c2nn(-c3ccccc3)cc2/C=c2\sc3nc(-c4ccncc4)nn3c2=O)cc1C	0.0	-1.0	1.5	-1.6
COc1ccc(C(=O)Nc2c(N)nc(SCc3ccccc3F)[nH]c2=O)cc1OC	0.0	3.1	-0.7	1.4
CCN(CC)c1ccc(/C=C2\C(=O)NC(=O)N(c3ccc(C)cc3)C2=O)c(O)c1	0.0	0.6	0.1	-5.6
CC(C)N(C(=O)c1ccc(C(=O)NC(C)(C)C)cc1)C(C)C	0.4	-6.2	1.2	3.3
CCOC(=O)c1cc2c(=O)[nH]c(C(Cl)(Cl)Cl)nc2o1	-0.2	-2.8	0.2	3.2
Cc1nn(-c2ccccc2)c2c1C(c1ccc(Cl)cc1Cl)C(C#N)=C(N)O2 (stereo not drawn)	0.0	-0.3	0.0	-11.1
COc1ccc([N+](=O)[O-])cc1CSc1ccccn1	-0.1	3.7	0.5	1.9
COc1ccc(/C=C2\CCc3c2nc2ccccc2c3C(=O)OCC(N)=O)cc1	0.0	-52.1	-1.1	2.1
Cc1ccccc1/C=C1\N=C(c2ccc(C)c([N+](=O)[O-])c2)OC1=O	0.0	5.1	1.0	-19.8
COc1ccc(C2=NN(C(=O)c3ccc(Nc4nc(-c5ccccc5)c5cc(Cl)ccc5n4)cc3)C(c3ccc(OC)cc3)C2)cc1 (stereo not drawn)	0.0	2.4	-0.6	-13.8
C=CCN1CC2CC3(COc4cc(C)cc(C)c4)C=CC2(O3)C1=O (stereo not drawn)	-0.1	-11.2	1.0	-9.8
CN(C(=O)c1ccco1)c1ccccc1C(=O)NCCc1ccccc1	1.1	7.3	-1.5	7.3
S=C(c1nc2ccccc2[nH]1)N1CCOCC1	-0.1	-5.5	-0.7	-3.2
CC(/C=C/c1ccc2c(c1)OCO2)=N\NC(=O)C(O)c1ccccc1 (stereo not drawn)	0.1	-1.3	3.6	1.9
Cc1ccc(-c2ccc3cnc(Nc4ccc(-n5cnc(N6CCOCC6)n5)cc4)nc3c2)cn1	2.3*	0.0	0.3	-1.5
Cc1cccc(C(=O)Oc2ccc(N(C)C3=NS(=O)(=O)c4ccccc43)cc2)c1	0.0	-0.6	0.3	14.2
O=C1c2ccc(Oc3ccc([N+](=O)[O-])cc3)cc2C(=O)N1c1ccccn1	-0.4	5.2	1.7	-4.2
O=C(Nc1ccc(Cl)cc1)N1CCC(CN2CCCCC2)CC1	-0.2	-3.3	0.6	7.0
Cc1ccc2sc(NNC(=O)c3ccccc3F)nc2c1C	-0.4	-1.9	-0.1	7.3
CCN(CCCNC(=O)CCn1nc(-c2ccc(C)cc2)ccc1=O)c1ccccc1	-0.3	0.8	1.3	-6.5
NC(=O)C1CC(O)CN1c1nc(-c2cccnc2)nc2sc3c(c12)CCC3 (stereo not drawn)	0.1	1.5	-1.2	-6.5
CCOC(=O)C1=C(C)N=c2s/c(=C\c3cc(Br)c(OCc4cccc5ccccc45)c(OC)c3)c(=O)n2C1c1ccccc1 (stereo not drawn)	0.0	1.5	0.1	-0.8
CCSc1nnc(NC(=O)c2ccco2)s1	0.1	-21.6	-0.8	12.6
Nc1ccc(-c2nc3ccc(N)cc3[nH]2)cc1	0.1	-17.3	-5.4	-13.3
COc1cc(Nc2cc(C)nc3nnnn23)cc(OC)c1OC	0.0	11.6	-0.7	10.1

Reprinted from the entries so far for reference:
SMILES	FBW7 activator	TEAD-YAP block	GPR151 activ	MITF primary
Cc1ccc(-c2ccc3cnc(Nc4ccc(-n5cnc(N6CCOCC6)n5)cc4)nc3c2)cn1	2.3*	0.0	0.3	-1.5
Cc1cccc(C(=O)Oc2ccc(N(C)C3=NS(=O)(=O)c4ccccc43)cc2)c1	0.0	-0.6	0.3	14.2
O=C1c2ccc(Oc3ccc([N+](=O)[O-])cc3)cc2C(=O)N1c1ccccn1	-0.4	5.2	1.7	-4.2
O=C(Nc1ccc(Cl)cc1)N1CCC(CN2CCCCC2)CC1	-0.2	-3.3	0.6	7.0
Cc1ccc2sc(NNC(=O)c3ccccc3F)nc2c1C	-0.4	-1.9	-0.1	7.3
CCN(CCCNC(=O)CCn1nc(-c2ccc(C)cc2)ccc1=O)c1ccccc1	-0.3	0.8	1.3	-6.5
NC(=O)C1CC(O)CN1c1nc(-c2cccnc2)nc2sc3c(c12)CCC3 (stereo not drawn)	0.1	1.5	-1.2	-6.5
CCOC(=O)C1=C(C)N=c2s/c(=C\c3cc(Br)c(OCc4cccc5ccccc45)c(OC)c3)c(=O)n2C1c1ccccc1 (stereo not drawn)	0.0	1.5	0.1	-0.8
CCSc1nnc(NC(=O)c2ccco2)s1	0.1	-21.6	-0.8	12.6
Nc1ccc(-c2nc3ccc(N)cc3[nH]2)cc1	0.1	-17.3	-5.4	-13.3
COc1cc(Nc2cc(C)nc3nnnn23)cc(OC)c1OC	0.0	11.6	-0.7	10.1

Bioassay records deposited in PubChem by The Scripps Research Institute Molecular Screening Center.
